Screens deposited in PubChem BioAssay by The Scripps Research Institute Molecular Screening Center.
ADAM10 inh: ADAM10 inhibition, QFRET primary screen. AID 720582. recombinant ADAM10, EDANS/DABCYL FRET peptide cleavage, 3 h. O14672. actives 0.62% (n = 370,000). inhibition, % at 7 µM;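 active means inhibition above a per-campaign cutoff equal to the mean of compounds falling between control-based bounds plus 3 SD, cut at about 20% in these data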;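 further: 0% = DMSO wells while the 100% control is not disclosed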
Target sequence (O14672 214-748 limits assumed): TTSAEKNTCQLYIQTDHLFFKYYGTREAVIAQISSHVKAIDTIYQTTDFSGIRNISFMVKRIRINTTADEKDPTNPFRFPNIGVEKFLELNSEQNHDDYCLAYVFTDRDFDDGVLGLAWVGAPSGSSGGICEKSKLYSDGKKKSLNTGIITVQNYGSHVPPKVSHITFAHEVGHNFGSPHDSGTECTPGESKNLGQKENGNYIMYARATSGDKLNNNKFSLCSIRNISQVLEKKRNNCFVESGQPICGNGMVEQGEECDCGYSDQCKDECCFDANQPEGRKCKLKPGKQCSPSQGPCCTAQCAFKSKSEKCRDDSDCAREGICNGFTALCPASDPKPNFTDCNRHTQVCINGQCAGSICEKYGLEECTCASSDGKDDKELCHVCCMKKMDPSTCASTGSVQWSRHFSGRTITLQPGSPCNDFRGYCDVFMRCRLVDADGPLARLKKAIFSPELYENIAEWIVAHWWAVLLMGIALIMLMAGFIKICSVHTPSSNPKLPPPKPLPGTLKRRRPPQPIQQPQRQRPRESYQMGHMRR
DAX1 inh-1: inhibits human nuclear receptor DAX1; AID 504766; actives 0.99% (n = 340,000); HEK293 Gal4-DAX1 luciferase reporter, luminescence; inhibition, % at 6.75 µM;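 active means inhibition above the mean over all tested compounds plus 3 SD, cut at about 4.2% in these data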;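 further: 0% = DAX1-transfected cells with DMSO and 100% = empty-vector control cells with DMSO; inhibition shows as a rise in luminescence from relieved DAX1 repression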
Target sequence (P51843 207-470 limits assumed): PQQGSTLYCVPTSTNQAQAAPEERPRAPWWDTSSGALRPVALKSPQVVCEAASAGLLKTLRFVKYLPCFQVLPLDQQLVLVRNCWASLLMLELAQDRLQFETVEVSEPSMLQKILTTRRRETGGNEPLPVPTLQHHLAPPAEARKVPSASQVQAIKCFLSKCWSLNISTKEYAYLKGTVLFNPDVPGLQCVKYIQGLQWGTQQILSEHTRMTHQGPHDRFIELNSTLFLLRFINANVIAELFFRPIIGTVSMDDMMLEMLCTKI
ssDAF12 agonist: S. stercoralis DAF-12 activation, primary screen | HEK293 ssDAF-12/GRIP1 lit1-tk-luc reporter, luminescence; % of 3 µM dafachronic acid response | activation, % at 6.8 µM | AID 652126 | actives 1% (n = 370,000);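 active means activation above the mean over all tested compounds plus 3 SD, cut at about 0.9% in these data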;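 further: 0% = DMSO-only wells and 100% = 3 µM delta7-dafachronic acid wells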
PLCg1 inh: inhibitors of human phospholipase C gamma1; inhibition, % at 12.2 µM; actives 0.84% (n = 370,000); purified PLC-gamma1, fluorogenic substrate, fluorescence; in the data active means inhibition above about 9.5%
FXN GAA850 act: frataxin GAA850 promoter activation. HEK293 lucGAA850 FXN promoter luciferase reporter, 24 h; percent of 10 µM SAHA response. activation, % at 6 µM. actives 0.56% (n = 360,000). AID 540364;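 active means activation above the average of all compounds screened plus 3 SD, cutoff fixed separately per campaign, cut at about 7.5% in these data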;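 further: 0% = DMSO wells and 100% = 10 µM SAHA wells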
PLCb3 inh: PLC-beta3 (human) inhibition, primary screen; Q01970; Purified PLC-beta3, fluorogenic substrate, fluorescence; inhibition, % at 12.2 µM; actives 0.18% (n = 370,000); AID 720704; in the data active means inhibition above about 11%;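 further: 0% = median of compound wells on plate and 100% = full blocker control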
HGIII-sPLA2 inh: Blocks human group III sPLA2 activity; QFRET BODIPY PC-A2 liposome hydrolysis, fluorescence; inhibition, % at 12.2 µM; actives 0.56% (n = 370,000); AID 743126;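 active means inhibition above mean plus 3 SD of compounds lying within the high and low control bounds, cut at about 19% in these data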;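 further: 0% = median of test compound wells and 100% = no enzyme DMSO wells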
hgDAF-12 ag: hgDAF-12 agonism, primary luciferase screen. HEK293 GAL4-hgDAF12 UAS-luciferase reporter, agonist luminescence; normalized to butyrate control. activation, % at 6.8 µM. actives 1.8% (n = 370,000). AID 687014;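 active means activation above a cutoff set at the mean of all screened compounds plus 3 SD, cut at about 10% in these data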;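 further: 0% = DMSO wells and 100% = sodium butyrate wells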
hcDAF-12 act: activators of H. contortus DAF-12 nuclear receptor. HEK293 hcDAF-12 lit1-tk-luc reporter, luminescence; 0% DMSO, 100% Δ7-dafachronic acid. activation, % at 6.8 µM. actives 1.4% (n = 370,000). AID 652067;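 active means activation above the mean of all tested compounds plus 3 SD, cut at about 5.5% in these data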;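 further: 100% = response to 3 µM Δ7-dafachronic acid high control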
DAX1 inh-2: blocks DAX1 repression of SF-1 activated StAR promoter; inhibition, % at 6.8 µM; HEK293T StAR-luciferase reporter, SF-1/DAX-1 repression relief; AID 652010; actives 1.1% (n = 370,000);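 active means inhibition above the mean over all tested compounds plus 3 SD, cut at about 3.6% in these data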;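 further: 0% = DAX-1 cells with DMSO and 100% = cells lacking DAX-1 with DMSO; higher inhibition means more luminescence from relief of DAX-1 repression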
ADAM17 inh: inhibitors of human ADAM17; inhibition, % at 6.95 µM; recombinant ADAM17, EDANS/DABCYL FRET peptide cleavage; actives 0.83% (n = 370,000); P78536;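 active means inhibition above the mean of compounds lying between control limits plus 3 SD, set per campaign, cut at about 8.5% in these data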;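 further: 0% = DMSO-only wells as the low control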
An asterisk follows results filed as active; i = inactive; / = no result given. Hits appear at their usual frequency; any-hit rate near 6.9%.

SMILES	ADAM10 inh	DAX1 inh-1	ssDAF12 agonist	PLCg1 inh	FXN GAA850 act	PLCb3 inh	HGIII-sPLA2 inh	hgDAF-12 ag	hcDAF-12 act	DAX1 inh-2	ADAM17 inh
Cc1ccc(-c2oc3ccccc3c(=O)c2O)cc1	-17	1.1	-0.4	i	5.4	i	-21	1.1	0.9	0.6	-5
Cc1ccc2c(c1Br)/C(=N/N1C(=O)c3ccccc3C1=O)C(=O)N2	0	2.6	-0.6	3	-0.7	5	-14	-0.7	-2.9	1.0	-2
Cc1cc(NC(=O)CCCC(=O)NCc2ccccc2)no1	-2	1.5	-0.5	0	0.5	1	-3	-0.2	-0.6	0.4	1
C=CCS(=O)(=O)N1CCCC(C(=O)c2cccc(Cl)c2)C1 (stereo not given)	0	2.2	-1.8	5	0.8	-4	6	-1.5	0.0	-0.7	1
C=CCN(C(=O)CCC(=O)Nc1cc(C)on1)C(C(=O)NC1CCCC1)c1ccc(C)cc1 (stereo not given)	2	-0.8	-1.2	-1	-0.7	-8	3	-1.7	1.8	-0.6	-5
O=C(Nc1nccs1)c1nc[nH]c1C(=O)N1CCN(c2ccccc2)CC1	-4	-0.7	-0.8	-1	-0.2	1	10	5.5	-2.4	-0.6	-4
Cn1c(=O)cc(C(=O)N/N=C/c2ccc(F)cc2)[nH]c1=O	-5	-0.6	-1.0	9.6*	0.8	-6	7	0.4	-0.5	0.9	-6
Cc1cc(N2CCOCC2)c2c(N)c(Br)cc(C)c2n1	3	-0.1	-1.4	-31	-3.0	-38	12	3.5	-3.1	-1.2	-1
O=C(CSc1nnc(-c2ccco2)o1)NCC(=O)c1ccccc1	10	-0.5	-1.1	9	2.0	8	-19	-1.5	0.0	1.5	1
COC(=O)c1ccc(NC(=O)COc2cccc3c2OC(C)(C)C3)cc1	1	0.9	-0.9	-1	3.7	-1	1	-1.1	0.2	0.4	0
CCC(=O)N1CCc2cc(S(=O)(=O)NCCc3ccc(S(N)(=O)=O)cc3)ccc21	-3	-0.3	-1.2	2	0.4	2	-7	4.3	-3.0	-1.6	3
O=C(Cc1ccccc1[N+](=O)[O-])N1CCN(c2ccccc2F)CC1	17	0.2	-0.7	6	3.0	6	11	1.2	1.3	0.0	6
CCOC(=O)CC1(C)NC(=O)c2c(C)sc(C(=O)OCC)c2N1 (stereo not given)	i	0.8	-0.4	i	-2.4	i	-4	-1.6	-0.9	-0.9	-236
CCc1ccc(S(=O)(=O)NCc2cn3cccc(C)c3n2)s1	10	-2.5	-1.2	-1	-1.4	0	0	-1.4	-0.8	-1.1	-1
Cc1cccc(OCc2cc(-c3ccccc3)no2)c1C	-1	2.5	-0.7	-1	2.5	-7	-2	3.3	1.1	0.7	-1
CCOC(=O)C1=C(c2ccccc2)OC(N)=C(C#N)C1c1cccnc1 (stereo not given)	1	0.8	-1.9	-15	1.4	-22	-9	0.3	-0.8	-0.6	-6
O=[N+]([O-])c1ccc(Oc2ccc(S(=O)(=O)N3CCCCC3)cc2)cc1	-1	-1.6	-2.0	4	-1.3	1	-2	-2.5	-3.3	-1.9	2
CSCCC(NC(=O)c1ccc(Cl)cc1Cl)C(=O)NCc1ccncc1 (stereo not given)	-12	2.0	-1.2	3	0.6	-3	3	-0.7	-0.4	-0.6	-4
O=C(CN(C(=O)CCC(=O)Nc1nccs1)c1ccc2c(c1)OCO2)NCc1ccc(F)cc1	6	0.5	-0.7	-1	0.9	-9	9	0.0	0.1	0.2	-4
Cc1ccc(S(=O)(=O)Nc2cc3c4c(c2)CC(=O)N4CCC3)cc1	10	0.5	-1.2	2	-0.6	-2	-23	-0.3	0.3	-2.2	3
Cc1sc(NC(=O)COc2cccc(-n3cnnn3)c2)c(C#N)c1C	-8	0.2	-1.6	-2	0.1	1	6	-0.1	0.8	-0.9	-5
COc1ccc(NC(=O)CCCN2C(=O)CCC2=O)cc1Cl	0	0.4	-0.9	11*	-2.8	3	-4	-0.4	-0.8	-0.2	3
O=C(c1ccc(F)cc1)N1CCCC(c2ccccc2)C1 (stereo not given)	3	-0.2	-1.6	1	2.7	2	-5	-2.1	-1.9	-0.9	0
C[C@@H]1CN([C@@H](C)CO)S(=O)(=O)c2ccc(Br)cc2O[C@H]1CN(C)Cc1ccc(-c2ccccc2)cc1	2	-0.4	-0.9	-1	2.8	-4	-12	-2.7	-2.2	-0.8	2
COc1ccc(OC)c(N(C(=O)c2snc(C(N)=O)c2N)C(C(=O)NCc2ccccc2)c2ccc(O)cc2)c1 (stereo not given)	-11	-0.7	-0.7	-11	-1.2	-24	-26	1.4	-1.6	-0.4	-7
(cont.)
SMILES	ADAM10 inh	DAX1 inh-1	ssDAF12 agonist	PLCg1 inh	FXN GAA850 act	PLCb3 inh	HGIII-sPLA2 inh	hgDAF-12 ag	hcDAF-12 act	DAX1 inh-2	ADAM17 inh
CC(C)Sc1ccc(C(=O)Nc2ccc(F)cc2F)cn1	-1	1.6	-1.1	3	4.6	4	-1	12*	0.6	1.2	-3
COCC(C)NC(=O)c1oc2c(c1C)C1(CCC2)SCCS1 (stereo not given)	-1	-1.0	-1.7	2	0.5	3	-2	-0.4	-2.1	-0.2	-2
O=C1c2ccccc2S(=O)(=O)c2cc(C(=O)N3CCN(c4ncccn4)CC3)ccc21	5	-0.7	-1.4	2	1.3	2	11	0.7	-0.3	-0.2	1
COC(=O)c1cc(S(=O)(=O)C(C)C)c(S(C)=O)s1 (stereo not given)	-14	-1.8	-1.0	-2	-0.6	-9	11	-0.4	0.1	0.9	-7
CCc1nc(SCC(=O)Nc2ccccc2OC)c2c(C)c(C)sc2n1	7	-1.2	-1.2	-1	3.5	-8	-7	-1.6	-2.3	-0.4	3
O/N=C1/CCc2cccc3cccc1c23	-71	0.5	-0.6	-69	-0.2	-78	-8	6.5	1.5	1.0	-24
CC1CCN(C(=O)COC(=O)c2cc(Cl)cc(Cl)c2N)CC1	i	0.1	-1.1	-288	1.4	-416	-3	0.0	-1.1	-0.6	-470
Cc1ccc(OCCSCc2nnc(NC(=O)Nc3cccc(Cl)c3)s2)cc1	-1	0.1	-1.2	0	1.4	2	-3	-1.1	-2.0	0.2	-3
COc1ccc(CCNC(=O)c2ccc(NS(=O)(=O)c3ccc4[nH]c(=O)[nH]c4c3)cc2)cc1	-6	0.9	-1.0	0	1.0	-2	-5	-2.0	-1.0	-2.0	-1
CCOc1ccc2nc(NC(=O)c3cnccn3)sc2c1	-5	2.4	-1.0	-2	1.6	0	6	6.8	-0.7	1.6	-4
O=C(NNC(=O)c1ccc2[nH]c(=O)c(=O)[nH]c2c1)c1cccc(Br)c1	-46	0.1	-1.4	-14	2.9	-28	-4	1.4	-1.2	0.2	-9
C/C(=N\NS(=O)(=O)c1ccc(Cl)cc1)c1ccc(O)cc1	0	0.6	-1.4	-1	2.0	-1	2	0.3	0.5	0.4	-1
O=C(NCc1cccs1)C1CC(c2ccc(F)cc2)=NO1 (stereo not given)	-3	1.0	-1.1	1	1.4	-2	3	0.6	-1.5	0.0	-4
Cc1ccc(CCNC(=O)CCS(=O)(=O)c2ccc3nc(C)sc3c2)cc1	-4	1.0	-1.2	1	-2.0	-2	17	-0.5	4.9	-0.4	-3
COc1ccc(OC)c(CN2C(=O)c3ccccc3C2c2nnnn2C(C)C)c1 (stereo not given)	4	/	-0.8	3	/	3	1	0.1	0.3	-1.7	-1
CCN(CC)c1cccc(OC2=NS(=O)(=O)c3ccccc32)c1	4	-0.9	-0.5	-14	2.8	-20	2	-0.9	-0.1	0.4	-1
Cc1cccc(-c2nc(CS(=O)CC(=O)N3CCCCC3)c(C)o2)c1 (stereo not given)	-13	3.0	-0.2	2	0.3	0	0	-1.4	2.2	0.5	2
O=C(Cn1cc(C(F)(F)F)cc(Cl)c1=O)NC1CCS(=O)(=O)C1 (stereo not given)	-6	0.3	-0.8	3	1.8	-6	9	2.6	0.1	0.6	-6
COc1ccc(-c2cc(-c3nnc(COC(=O)CC4CCCC4)o3)c3ccccc3n2)cc1OC	-21	-0.6	-1.2	-73	4.0	-77	-10	-2.4	2.5	-0.8	-4
Cc1ccc(S(=O)(=O)NCC(=O)NCC2COc3ccccc3O2)cc1C (stereo not given)	-3	-0.1	-1.1	3	0.5	-2	-20	-1.7	1.0	0.6	0
CS(=O)(=O)NNC(=O)c1cc2cc3ccccc3nc2s1	-3	0.1	0.7	4	-0.3	-1	2	0.8	-0.8	0.5	-1
CC(=O)N1c2ccc(S(=O)(=O)N(C)CC(=O)N(C)Cc3ccccc3)cc2CC1C (stereo not given)	-1	-0.3	-1.3	1	1.2	2	4	0.6	0.1	-0.3	-3
Cc1cc(=O)oc2cc(NC(=O)CN3C(=O)NC(C)(c4ccccc4)C3=O)ccc12 (stereo not given)	i	-0.7	-1.8	-175	2.5	-198	2	0.8	-0.3	1.1	-233
CCN(Cc1ccccc1)C(c1ccc(C)cc1)c1nnnn1C(C)(C)CC (stereo not given)	1	-0.1	-1.5	3	1.1	2	-13	1.4	-1.1	-0.8	0
Cc1cc(C)c(NC(=O)c2cccc(NC(=O)c3ccco3)c2)c(C)c1	-7	-0.8	-1.5	-2	-2.1	-5	-4	-1.8	-3.3	-0.6	-4
The listing continues:
SMILES	ADAM10 inh	DAX1 inh-1	ssDAF12 agonist	PLCg1 inh	FXN GAA850 act	PLCb3 inh	HGIII-sPLA2 inh	hgDAF-12 ag	hcDAF-12 act	DAX1 inh-2	ADAM17 inh
CC(C)(C)c1ccc(-c2n[nH]c(=S)n2/N=C/c2ccncc2)cc1	1	-0.1	-0.7	3	2.2	1	12	3.7	-0.6	0.0	1
CCc1ccc(NS(=O)(=O)c2c(C(=O)N3CCOCC3)c(C)n(C)c2C)cc1	1	0.6	-1.0	1	3.6	-4	-4	0.3	-1.6	-0.4	-2
O=C(CSc1nnc(-c2ccc(F)cc2)o1)Nc1ccc(S(=O)(=O)N2CCCCCC2)cc1	4	-0.6	-0.3	-1	5.1	-3	-14	0.6	-1.4	1.8	-2
CCOC(=O)c1nn(-c2ccccc2)cc1O	-14	0.6	-0.7	-4	2.2	-10	-4	0.2	1.1	1.0	-9
N#CC1=C(SCC(N)=O)NC(=O)CC1c1cccc2ccccc12 (stereo not given)	4	1.4	-1.3	4	2.2	-9	-6	0.4	-0.4	0.0	-3
CCN(CC)CCOC(=O)c1cc(Cl)c(N)cc1OC	-12	-0.2	-0.1	-2	-1.7	-7	8	-3.8	1.5	0.3	-8

One compound at a time, as listed above:
N#CC1=C(SCC(N)=O)NC(=O)CC1c1cccc2ccccc12 (stereo not given) is entered as ADAM10 inh: 4; DAX1 inh-1: 1.4; ssDAF12 agonist: -1.3; PLCg1 inh: 4; FXN GAA850 act: 2.2; PLCb3 inh: -9; HGIII-sPLA2 inh: -6; hgDAF-12 ag: 0.4; hcDAF-12 act: -0.4; DAX1 inh-2: 0.0; ADAM17 inh: -3
CCc1ccc(NS(=O)(=O)c2c(C(=O)N3CCOCC3)c(C)n(C)c2C)cc1 is entered as ADAM10 inh: 1; DAX1 inh-1: 0.6; ssDAF12 agonist: -1.0; PLCg1 inh: 1; FXN GAA850 act: 3.6; PLCb3 inh: -4; HGIII-sPLA2 inh: -4; hgDAF-12 ag: 0.3; hcDAF-12 act: -1.6; DAX1 inh-2: -0.4; ADAM17 inh: -2
